Source: PubChem (Broad Institute)
SR-BI DiI inh = inhibitors of SR-BI mediated HDL lipid uptake, primary screen, ldlA[mSR-BI] cells, fluorescence, single point. ldlA[mSR-BI] CHO cells, DiI-HDL uptake fluorescence, 3 h. inhibition, % at 12.5 µM. Scavenger receptor class B member 1 (Mus musculus), Q61009. actives 0.96% (n = 320,000);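 active = mean replicate inhibition of at least 70% and a set share of replicates each scoring 70 or more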;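 also: 0% = median of neutral control wells and 100% = median of positive control wells; values of inactives mirror those of a sister screen read the other way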
Target sequence (Q61009 whole entry, looked up): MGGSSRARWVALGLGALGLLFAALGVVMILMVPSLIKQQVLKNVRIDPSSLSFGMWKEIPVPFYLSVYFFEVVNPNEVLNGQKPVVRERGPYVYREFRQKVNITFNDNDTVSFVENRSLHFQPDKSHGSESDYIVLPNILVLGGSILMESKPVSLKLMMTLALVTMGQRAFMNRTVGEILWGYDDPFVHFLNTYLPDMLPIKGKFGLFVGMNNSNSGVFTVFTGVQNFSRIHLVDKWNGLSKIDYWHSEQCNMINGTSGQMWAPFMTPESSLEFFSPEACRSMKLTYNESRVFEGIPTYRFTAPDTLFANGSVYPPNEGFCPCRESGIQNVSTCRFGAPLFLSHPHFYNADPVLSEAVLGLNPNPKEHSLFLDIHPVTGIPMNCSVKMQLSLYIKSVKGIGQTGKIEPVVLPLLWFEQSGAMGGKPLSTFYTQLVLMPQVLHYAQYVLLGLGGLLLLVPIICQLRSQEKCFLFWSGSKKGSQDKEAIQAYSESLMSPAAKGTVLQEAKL
PfHsp90 yeast 2 = growth inhibition of PfHsp90-expressing yeast, primary screen, antimalarial PfHsp90 inhibitor project, S. cerevisiae, BacTiter-Glo luminescence, single point, set 2; BacTiter-Glo ATP, 48 h; yeast lacking PDR1 and PDR3 efflux regulators; actives 0.32% (n = 310,000); inhibition, % at 9.4 µM;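 active = every replicate shows inhibition above about 80%, whatever the replicate mean, limit read from the data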;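 also: 0% = DMSO neutral controls and 100% = 20 µM radicicol positive controls; yeast relying on Plasmodium falciparum Hsp90 in place of its own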
Rtt109 Vps75 = inhibitors of C. albicans Rtt109/Vps75 HAT, primary screen, biochemical, ThioGlo CoA-SH fluorescence, plate reader. purified Rtt109/Vps75, 4 h. inhibition, % at 34.9 µM. Histone acetyltransferase RTT109 (Candida albicans (strain SC5314 / ATCC MYA-2876)), …. actives 0.16% (n = 330,000);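 active = inhibition of at least 50% in every replicate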
Target sequence (Q5AAJ8 whole entry, looked up): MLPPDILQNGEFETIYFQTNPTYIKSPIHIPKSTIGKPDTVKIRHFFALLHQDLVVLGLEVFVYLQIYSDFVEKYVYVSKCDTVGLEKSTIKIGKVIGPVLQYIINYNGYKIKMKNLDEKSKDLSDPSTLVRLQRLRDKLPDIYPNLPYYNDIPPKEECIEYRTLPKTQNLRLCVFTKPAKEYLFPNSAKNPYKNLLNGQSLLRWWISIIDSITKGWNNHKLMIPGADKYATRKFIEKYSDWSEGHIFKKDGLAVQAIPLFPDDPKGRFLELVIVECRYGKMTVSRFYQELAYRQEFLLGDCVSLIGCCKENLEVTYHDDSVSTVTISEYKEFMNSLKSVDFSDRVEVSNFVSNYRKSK
PvdQ acylase = P. aeruginosa PvdQ acylase inhibitors, primary screen, biochemical, fluorescence, plate reader and imaging, single point; PvdQ acylase [Pseudomonas aeruginosa LESB58]; purified PvdQ acylase; inhibition, % at 10 µM; actives 0.063% (n = 340,000); in the data active = inhibition above about 30%, passing the limit was not always enough;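 also: 0% = vehicle neutral wells and 100% = reference inhibitor wells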
NSD2 HMT inh = NSD2 histone methyltransferase inhibitors, primary screen, biochemical, AlphaScreen, single concentration, set 2; Histone-lysine N-methyltransferase NSD2 (Homo sapiens), O96028; NSD2 peptide methylation, 120 min; inhibition, % at 12.5 µM; actives 0.54% (n = 310,000); in the data active = inhibition above about 50%
CAL PDZ FP-1 = untagged CAL PDZ binding inhibitors, primary screen, biochemical, fluorescence polarization, HTS; AID 602252, 2012; purified CAL PDZ, TMR-peptide fluorescence polarization, 1 h; inhibition, % at 24.9 µM; actives 0.92% (n = 300,000); Golgi-associated PDZ and coiled-coil motif-containing protein (Homo sapiens), Q9HD26;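 active = mean inhibition of at least 30% with at least half of replicates also reaching 30%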;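 also: 0% = DMSO neutral control and 100% = excess unlabeled competitor peptide PRC23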
dFosB activator = activators of delta FosB homodimer, primary screen, biochemical, fluorescence polarization, TAMRA-CDK5 oligo, single point. activation, % at 25 µM. purified delta FosB; percent of positive-control signal above neutral wells. actives 0.99% (n = 340,000). AID 493131, 2011. Protein FosB (Mus musculus), P13346;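 active = mean activation above about 17%, with every replicate also reaching it, limit read from the data, passing the limit was not always enough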;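 also: fluorescence polarization rise as delta FosB binds a TAMRA Cdk5 AP-1 oligo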
CAL PDZ FP-2 = CAL PDZ peptide-binding inhibitors, primary screen, biochemical, fluorescence polarization, Cer-tagged CAL PDZ, HTS; purified CAL PDZ, TMR-peptide fluorescence polarization, 1 h; inhibition, % at 20 µM; actives 0.02% (n = 330,000); AID 504414, 2011;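 active = highest replicate inhibition of at least 40%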;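 also: plate controls were DMSO neutral control wells for no effect and unlabeled competitor peptide control wells for full effect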
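System: purified tagged CAL PDZ domain construct (CerCALP). Schedule: 1 h incubation at room temperature before polarization reading. Medium: 25 mM sodium phosphate pH 7.4, 150 mM NaCl, TCEP, IgG, Thesit. Read-out: percent inhibition from loss of millipolarization. Measured by: FP readout, S and P plane fluorescence. Probe or stimulus: fluorescent TMR peptide probe.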
MITF act = activators of MITF-driven TRPM1 promoter reporter, primary screen, cell-based, SK-MEL-5, luciferase, single point | AID 588334, 2011 | actives 0.75% (n = 300,000) | SK-MEL-5 TRPM1-promoter luciferase, 24 h; % of positive control, neutral wells = 0 | activation, % at 12.5 µM;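 active = mean activation of at least 80% with every replicate also reaching 80%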;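 also: 0% = neutral control wells and 100% = parthenolide positive control wells; values of inactives mirror those of a sister screen read the other way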
SR-BI DiI-HDL act = activators of SR-BI mediated DiI-HDL uptake, primary screen, ldlA[mSR-BI] CHO cells, DiI fluorescence. 3 h; 100 = double the neutral-control signal. activation, % at 12.5 µM. actives 0.096% (n = 320,000);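 active = mean replicate activation of at least 60% and every replicate at or above 60%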;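 also: 0% = median plate neutral-control signal and 100% = twice that signal; values of inactives mirror those of a sister screen read the other way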
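System: LDL receptor-deficient CHO ldlA cells overexpressing murine SR-BI | Timing: 3 h uptake period with compound, 37 °C | Medium: HEPES-buffered (25 mM, pH 7.4) F12 plus 0.5% BSA | Dosing: Single-point compound dose | Signal: Bottom-read fluorescence, 550/595 nm | Read-out: Retained DiI signal reflecting DiI-HDL uptake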
The depositor's hits bear a star; . = no result given. A portion of the library, so the mix of outcomes need not match the whole.

SMILES	SR-BI DiI inh	PfHsp90 yeast 2	Rtt109 Vps75	PvdQ acylase	NSD2 HMT inh	CAL PDZ FP-1	dFosB activator	CAL PDZ FP-2	MITF act	SR-BI DiI-HDL act
CCC(C)C(=O)N[C@@H](c1ccccc1)[C@@H](O)C(=O)O[C@H]1C[C@@]2(O)[C@@H](OC(=O)c3ccccc3)C3[C@](C)(C(=O)[C@H](OC(C)=O)C(=C1C)C2(C)C)[C@@H](O)C[C@H]1OC[C@@]31OC(C)=O (some centres undefined)	5	1	27	-16	.	-2	-1	0.2	.	-5
O=C(c1cc(S(=O)(=O)N2CCC3(CC2)OCCO3)ccc1F)N1CCC2(CC1)OCCO2	-14	-1	5	-4	-2	.	-1	-2.9	0	14
COc1ccc(C(=O)OC2C[C@H]3CC[C@@H](C2)N3O)cc1OC (some centres undefined)	-2	12	3	6	8	-4	-4	.	-4	2
Cc1ccc(OP(N)(=O)Oc2ccc(C)cc2)cc1	-10	30	8	-15	-4	-3	6	-0.3	16	10
Cc1c(C(=O)C(=O)N2CCC3(CC2)OCCO3)c2ccccc2n1C	-9	-9	1	-21	.	-4	-3	-2.5	-2	9
CCC(C)NC(=O)c1c(N)n(Cc2ccc3c(c2)OCO3)c2nc3ccccc3nc12 (centres undefined)	11	-10	12	-13	7	0	-5	-1.3	3	-11
COc1ccc(C2(C#N)CC[N+](C)(C)CC2)cc1	2	9	-4	3	-2	1	7	-0.2	-6	-2
COc1ccc(C(O)c2cc(OC)ccc2OP(=O)(N(C)C)N(C)C)cc1 (centres undefined)	-20	10	8	-4	-2	-3	-1	-0.3	-1	20
CC1=C2[C@@H]3OC(=O)[C@H](C)C3CC[C@@]2(C)C=CC1=O (some centres undefined)	.	-22	-4	-4	0	0	4	-0.3	8	.
CNC(=O)O/N=C(\N)Cc1csc2ccc(Cl)cc12	-1	3	11	0	-2	-2	4	-1.1	-14	1
C[N+]12CN3CN(CN(C3)C1)C2	-45	9	19	-6	0	4	-5	0.4	-13	45
CN(C=O)CP(=O)(O)CN(C)C=O	-7	8	-6	-1	0	-2	6	-0.2	-4	7
O=[N+]([O-])c1cccc(NP(=O)(N2CC2)N2CC2)c1	.	-1	0	-14	-1	3	-4	0.5	8	.
CCC(Oc1cc(Cl)ccc1Cl)C(=O)N1CCC2(CC1)OCCO2 (centres undefined)	7	12	-1	-19	-1	-3	-7	-0.7	8	-7
O=C1NS(=O)c2cc([N+](=O)[O-])cc([N+](=O)[O-])c21 (centres undefined)	-39	13	-14	-1	10	.	0	0.6	-2	39
CCCNC(=O)c1c(N)n(CC2CCCO2)c2nc3ccccc3nc12 (centres undefined)	6	.	-395	-1	.	0	-9	0.4	.	-6
Cc1ccc(C)c(NC(=S)NCCc2cnc[nH]2)c1	4	-7	-1	-3	-1	-1	-1	0.6	.	-4
Nc1c(C(=O)NCc2ccco2)c2nc3ccccc3nc2n1Cc1ccccc1	-7	5	-68	-5	-3	-7	-14	2.7	-16	7
COCc1cc(OC(=O)N(C)C)nc(-c2ccccc2)n1	-14	-2	7	-9	-1	-4	0	-0.8	.	14
COC(=O)C1=C(c2ccc(F)cc2OCc2ccccc2)C[C@@H]2CC[C@H]1N2C(=O)NCc1ccccc1C(F)(F)F	24	27	0	3	.	4	-2	1.6	4	-24
Fc1ccc(C(OCCN2CCN(CCCc3ccccc3)CC2)c2ccc(F)cc2)cc1	12	17	5	0	.	-1	6	-0.4	-38	-12
O=C(c1ccc2nc(-c3ccco3)c(-c3ccco3)nc2c1)N1CCC2(CC1)OCCO2	7	-23	-2	-8	.	1	-9	0.0	-1	-7
O=C(c1cc(Br)ccc1Cl)N1CCC2(CC1)OCCO2	-23	.	-3	6	-7	.	5	0.2	16	23
Cc1noc(C)c1CC(=O)N1CCCC(N2CCN(c3ccccc3F)CC2)C1 (centres undefined)	-1	8	-4	-7	1	-2	-1	-2.1	-6	1
CCn1c(O)c(N=Nc2cccc(S(=O)(=O)N3CCOCC3)c2)c(=O)n(CC)c1=S	-12	-28	0	-3	8	1	3	-1.5	-13	12

Overlap with the part before: two entries; new compounds follow.
SMILES	SR-BI DiI inh	PfHsp90 yeast 2	Rtt109 Vps75	PvdQ acylase	NSD2 HMT inh	CAL PDZ FP-1	dFosB activator	CAL PDZ FP-2	MITF act	SR-BI DiI-HDL act
Cc1noc(C)c1CC(=O)N1CCCC(N2CCN(c3ccccc3F)CC2)C1 (centres undefined)	-1	8	-4	-7	1	-2	-1	-2.1	-6	1
CCn1c(O)c(N=Nc2cccc(S(=O)(=O)N3CCOCC3)c2)c(=O)n(CC)c1=S	-12	-28	0	-3	8	1	3	-1.5	-13	12
CCCCNC(=O)CN1C(=O)CN=C(c2ccccc2)c2ccccc21	.	37	6	-9	.	-5	-9	-0.7	-6	.
N=c1n(CCO)c2ccccc2n1Cc1ccccc1	-1	-3	-11	3	-1	0	-4	-0.2	4	1
O=c1[nH]c(=O)n(CCc2ccc(F)cc2)c(O)c1/C=N/N1CCCCC1	-13	-6	-10	-6	0	-2	-10	-1.3	23	13
CCCOC(=O)c1ccc(-[n+]2c(-c3ccccc3)cc(-c3ccccc3)cc2-c2ccccc2)cc1	-10	5	11	4	.	-4	14	-1.0	-61	10
Cc1cc(=O)oc2c(C)c(OCC(=O)N3C[C@H]4C[C@@H](C3)c3cccc(=O)n3C4)ccc12	7	-8	1	-2	.	-3	-10	-0.9	.	-7
CC(C)(C)c1cc(OC(=O)Cc2ccccc2)ccc1O	-15	0	.	3	1	-1	-6	-0.2	-9	15
C=CCN1C(=O)/C(=C/c2ccc(N3CCOCC3)o2)C(=O)NC1=S	-8	19	-1	-15	4	.	-4	-4.2	3	8
O=C(C1CCCO1)N1CCC2(CC1)OCCO2 (centres undefined)	-5	-29	-6	-7	.	.	-9	-0.1	0	5
COC(=O)C1=C(c2cc3ccccc3s2)C[C@@H]2CC[C@H]1N2C(=O)NCc1ccco1	33	-24	-1	-18	.	4	-18	0.0	-6	-33
CCc1nc2ccccc2c(=O)n1-c1cccc(OC)c1	-5	21	3	3	-3	3	-8	0.4	-1	5
CCn1c(O)c(C=NCc2cccs2)c(=O)[nH]c1=O	-3	-32	-6	-5	-1	51*	2	-0.1	2	3
COC1=CC2C3Cc4ccc(OC)c(O)c4C2(CCN3C)CC1=O (centres undefined)	-24	-15	1	-10	3	1	3	0.1	-2	24
Cn1c(O)c(/C=C2\C=Nc3ccccc32)c(=O)n(C)c1=O	-12	7	4	-13	3	1	4	-0.5	.	12
O=C1C2CCCN2C(c2ccc(Cl)cc2)N1c1ccccn1 (centres undefined)	-6	.	-5	5	.	-1	0	-0.4	.	6
O=C(c1ccccc1F)c1cn(CC(=O)N2CCOCC2)c2ccccc12	-40	-19	-7	-13	10	-1	2	-1.3	.	40
CCC(C)n1c(O)c(/C=N/N2CCOCC2)c(=O)[nH]c1=S (centres undefined)	-19	-6	3	-4	-2	2	-5	-0.8	-2	19
CC(=O)c1cn(CC(=O)NCCc2c[nH]c3ccccc23)c2ccccc12	6	1	0	-14	-1	-7	-6	-1.0	.	-6
O=C1NC(=O)C(=Cc2cc3c(cc2[N+](=O)[O-])OCO3)C(=O)N1	-6	-2	74*	9	7	4	4	0.3	2	6
CCOP(=O)(Oc1ccccc1)c1c([N+](=O)[O-])cc(C(F)(F)F)cc1[N+](=O)[O-] (centres undefined)	-9	7	1	3	-2	-5	1	-0.2	-8	9
CCOc1ccccc1N1C(=O)CC(=O)NC1=O	-16	-3	-2	6	-3	.	1	-1.1	-4	16
COC(=O)C1=C(c2ccc3ccccc3c2)C[C@@H]2CC[C@H]1N2C(=O)N1CCC(C)CC1	-14	-56	-3	-7	.	-3	-11	-0.3	-12	14
CCN(CC)C(=O)c1ccc(NC(=O)Nc2ccccc2F)cc1	1	66	.	-12	1	-8	-8	-1.1	-28	-1
Nc1ccc(Br)cc1	-33	3	-3	0	0	5	-3	0.6	5	33
O=C(/C=C/c1ccccc1)NCCc1cnc[nH]1	3	-8	-3	-6	.	5	-2	0.3	0	-3
COc1cccc(N2C(=O)NC(=O)C3(Cc4cc(C)ccc4N(C)C3)C2=O)c1 (centres undefined)	-5	-43	2	-15	3	.	-7	0.1	-16	5
SMILES	SR-BI DiI inh	PfHsp90 yeast 2	Rtt109 Vps75	PvdQ acylase	NSD2 HMT inh	CAL PDZ FP-1	dFosB activator	CAL PDZ FP-2	MITF act	SR-BI DiI-HDL act
CN(C)P1(N(C)C)=NC(C(F)(F)F)=NC(C(F)(F)F)=N1	-31	1	-6	14	-8	1	3	-1.4	-4	31
Nc1cc(C(=O)Nc2ccc(Cl)cc2)ccc1N1CC2CC(C1)c1cccc(=O)n1C2 (centres undefined)	8	-2	14	2	0	6	-9	-0.3	-4	-8
COc1cc(OC)c(OC)cc1CNCCc1ccc(OC)c(OC)c1	-21	.	2	-14	2	-8	6	0.1	-11	21
Nc1ccccc1C(=O)OC1CSC1	-14	-8	-3	-5	0	-1	-8	-1.2	13	14
COC(=O)C1=C(c2ccc(OC)c(OC)c2)C[C@@H]2CC[C@H]1N2C(=O)N1CCCC1	-40	7	2	-19	.	-4	-6	-2.3	6	40
Cn1cc(C(=O)c2ccccc2)c2ccccc21	61	8	-1	-2	.	.	1	-1.7	.	-61
Cc1cc(C(=O)OCC(=O)Nc2cccc(F)c2)c(C)n1C1CC1	11	13	-9	-8	0	16	-2	-1.5	10	-11
CC(=O)[C@H]1CCC2C3CC[C@H]4C[C@@H](O)CC[C@]4(C)C3CC[C@@]21C (some centres undefined)	-8	-37	3	-5	-3	-2	-11	-0.8	0	8
CC1(C)COC(Nc2cccc(Cl)c2)=N1	-32	-18	11	6	1	-1	1	-2.0	.	32
O=C1NC(=S)N(C2CC2)C(=O)/C1=C/c1ccc2c(c1)CCN2CCCCl	-3	-9	3	-4	19	3	-7	0.9	-7	3
Cc1oc(-c2ccc(F)cc2F)nc1CN1C[C@@H]2C[C@@H](C1)c1cccc(=O)n1C2	45	17	12	0	2	-3	-7	-1.3	-12	-45
Cc1cc(C)n2c(Br)c(CN3CC4CC(C3)c3cccc(=O)n3C4)nc2n1 (centres undefined)	-20	-2	-5	-9	.	.	0	-0.9	.	20
